Arr AP2 block: blocks beta-arrestin peptide binding to AP2 adaptin | FITC-arrestin peptide / GST-AP2 beads, flow cytometry; AP2 beta2 appendage carries R879A mutation | inhibition, % at 10 µM | 340,000 tested, 0.31% active | AID 504490;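 active = inhibition above a set limit, near 3 SD of compounds lacking own fluorescence, cut at about 54% in these data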;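 also: plate controls were DMSO wells for no effect and 5 µM unlabelled arrestin peptide for full effect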
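Test system: GST-tagged AP2 beta2-adaptin appendage (R879A) on 4 µm glutathione beads; also added: fluorescein-tagged arrestin peptide at 50 nM final; timing: 12 min plus 1 h, RT; signal: flow cytometry, FL1 (488/535 nm); read-out: percent drop in bead-associated FITC signal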
MOR-DOR inv ag: mu-delta opioid heterodimer inverse agonism | P35372+P41143 | cell-based MOR-DOR heterodimer luminescence | inhibition, % at 9.3 µM | 340,000 tested, 0.21% active; in the data active = inhibition above about 22%, passing the limit was not always enough;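 also: 0% = cells with DMSO and 100% = wells without cells with DMSO; values of inactives mirror those of a sister screen read the other way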
RTF Ca sens inh: cardiac RTF calcium desensitization | P19429+P45379 | IANBD-labeled cardiac RTF, Ca2+ fluorescence | inhibition, % at 7.15 µM | 340,000 tested, 0.12% active | AID 493244;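 active = inhibition above the mean inhibition of all tested compounds plus 3 SD, cut at about 17% in these data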;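 also: assay run at fixed EC70 calcium of 1.6 mM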
Pemphigus Ab inh: blocks pemphigus antibody binding to human desmoglein-3 | DSG3-coupled beads, scFv-anti-DSG3-GFP binding, flow cytometry; stronger effect = lower value | P32926 | 310,000 tested, 0.48% active | binding (percent of control), % at 10 µM | AID 588358;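 active = binding more than 3 SD below its plate's average and above zero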;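 also: hits lower antibody fragment binding to DSG3; some compounds called inactive have numbers as strong as hits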
Target sequence (P32926 whole entry, looked up, the tested form may be a part): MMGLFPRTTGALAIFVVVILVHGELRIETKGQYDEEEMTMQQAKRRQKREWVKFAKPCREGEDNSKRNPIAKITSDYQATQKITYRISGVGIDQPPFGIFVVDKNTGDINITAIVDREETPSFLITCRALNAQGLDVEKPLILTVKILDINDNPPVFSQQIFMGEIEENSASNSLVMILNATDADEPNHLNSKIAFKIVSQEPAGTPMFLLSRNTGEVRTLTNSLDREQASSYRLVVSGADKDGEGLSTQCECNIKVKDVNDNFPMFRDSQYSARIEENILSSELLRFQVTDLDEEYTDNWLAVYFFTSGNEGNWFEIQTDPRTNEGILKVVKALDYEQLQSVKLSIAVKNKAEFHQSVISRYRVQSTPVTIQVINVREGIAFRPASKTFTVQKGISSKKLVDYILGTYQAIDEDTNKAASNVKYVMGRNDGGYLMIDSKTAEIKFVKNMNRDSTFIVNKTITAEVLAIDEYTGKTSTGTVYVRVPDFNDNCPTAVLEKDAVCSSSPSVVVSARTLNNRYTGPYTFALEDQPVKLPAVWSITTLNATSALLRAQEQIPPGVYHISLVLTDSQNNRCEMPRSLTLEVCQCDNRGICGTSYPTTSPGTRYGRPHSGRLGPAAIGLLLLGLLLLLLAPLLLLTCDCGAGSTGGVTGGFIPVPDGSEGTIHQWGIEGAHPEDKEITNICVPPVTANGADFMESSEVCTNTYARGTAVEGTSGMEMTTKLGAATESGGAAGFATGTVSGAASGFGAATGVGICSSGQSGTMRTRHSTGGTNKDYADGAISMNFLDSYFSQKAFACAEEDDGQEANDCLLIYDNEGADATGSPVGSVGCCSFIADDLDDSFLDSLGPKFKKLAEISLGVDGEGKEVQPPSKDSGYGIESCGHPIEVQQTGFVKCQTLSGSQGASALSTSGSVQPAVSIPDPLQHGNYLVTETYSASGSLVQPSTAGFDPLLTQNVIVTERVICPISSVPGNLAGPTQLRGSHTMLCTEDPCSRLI
Wnt bcat act: activators of Wnt/beta-catenin signaling; Wnt/beta-catenin reporter cell assay, activator, plate reader; activation, % at 9.35 µM; AID 743398; 300,000 tested, 1.2% active; in the data active = activation above about 30%, passing the limit was not always enough;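 also: 0% = neutral control wells and 100% = positive control wells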
LANA DNA inh: inhibitors of KSHV LANA C-terminal domain DNA binding | MBP-C-LANA/FAM-LBS DNA binding, fluorescence polarization | inhibition, % at 9 µM | 340,000 tested, 0.078% active | AID 504423;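 active = highest replicate inhibition at or above 60% at 9 µM, even if other replicates fall short; inactive = all replicates below 60% inhibition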;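 also: 0% = neutral control wells and 100% = 4 µM acridine orange control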
V-ATPase pH: regulators of yeast V-ATPase proton transport | response, % at 10 µM | S. cerevisiae, pHLuorin cytosolic pH fluorescence | 350,000 tested, 0.37% active; in the data active = response mostly above about 7.3%, no sharp cut-off; inactive = mostly below about 5.4%; also: actives read high; inactives centre near 0; some compounds called inactive have numbers as strong as hits; reference of the scale not given here
cardiac RTF act: cardiac RTF calcium sensitization; activation, % at 7.2 µM; 340,000 tested, 0.24% active; P19429+P45379; IANBD-labeled TnC RTF fluorescence at EC20 calcium; 0% EC20 calcium, 100% full calcium;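 active = activation above the mean over all tested compounds plus 3 SD, cut at about 30% in these data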;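 also: rise in fluorescence read as greater calcium sensitivity of cardiac thin filaments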
Keap1-Nrf2 PPI: inhibitors of human Keap1-Nrf2 protein-protein interaction; Q14145; Keap1 Kelch-Nrf2 peptide fluorescence polarization, 1536-well; inhibition, % at 9.4 µM; 340,000 tested, 0.15% active; in the data active = inhibition above about 12%;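 also: human Keap1 Kelch domain with fluorescein labeled Nrf2 9mer peptide probe; 0% = neutral control wells and 100% = peptide positive control; higher means more block of Keap1 binding to Nrf2 peptide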
MOR-DOR ag: OPRM1-OPRD1 heterodimerization agonism; P35372+P41143; cells, luminescence; activation, % at 9.3 µM; 340,000 tested, 0.3% active; in the data active = activation above about 18%;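 also: 0% = vehicle-treated cells and 100% = reference agonist; values of inactives mirror those of a sister screen read the other way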
* = called active by the depositor; / = not tested or not shown.

SMILES	Arr AP2 block	MOR-DOR inv ag	RTF Ca sens inh	Pemphigus Ab inh	Wnt bcat act	LANA DNA inh	V-ATPase pH	cardiac RTF act	Keap1-Nrf2 PPI	MOR-DOR ag
COc1cc(/C=C/C(=O)O)ccc1OS(=O)(=O)c1c(C)c(C)cc(C)c1C	26.1	11.9	0.2	102.0	-2.3	-0.5	2.4	-0.8	-1.6	-3.1
CC(NC(=O)CSc1nc2c(c(C(F)(F)F)n1)CCc1ccccc1-2)c1ccccc1 (centres undefined)	14.8	-3.5	-17.2	119.5	/	-1.2	-2.9	-8.2	-0.1	0.6
Cc1nc(-c2ccccc2)nc(Cl)c1Cl	6.1	4.0	-2.0	102.3	-2.8	0.8	3.4	4.9	-4.2	-0.7
Cc1ccccc1NC(=O)c1c(C)nn(-c2ccccc2)c1Cl	29.5	11.5	0.2	99.0	7.3	0.5	-4.9	-4.4	-4.6	-2.2
CN(Cc1cnn(Cc2ccccc2)c1)C(=O)CN=C1NS(=O)(=O)c2ccccc21	-3.1	21.0	-1.9	/	-0.6	1.5	-1.2	-1.7	-3.4	-5.3
O=C(OCc1cccc2ccccc12)C1CC(=O)N(c2ccccc2)C1 (centres undefined)	5.0	-1.4	-3.8	97.7	/	-1.7	-2.6	1.4	-4.0	0.3
CN1CCc2cc3c(c4c2[C@H]1[C@H](O)c1ccccc1-4)OCO3	-3.0	-19.6	-21.3	102.7	7.3	5.8	2.0	-1.6	4.3	3.6
Cc1ccc(S(=O)(=O)N(C)C)cc1NC(=O)C(C)OC(=O)C1CCC1 (centres undefined)	0.3	-5.7	-5.3	/	-3.6	-0.7	0.7	2.2	-5.3	1.5
CC(C)c1ccc(N2C=Nc3ccc(C(C)C)cc3C2)cc1	6.4	-33.0	-1.0	100.4	8.3	1.0	2.4	4.9	-1.9	6.6
Cc1nnc(NC(=O)CSc2nnc(Cc3cccn3C)n2-c2ccccc2)s1	15.2	3.6	-3.6	100.0	-8.1	-0.3	-0.8	-1.2	0.3	-0.6
CC1CCc2sc3ncnc(N4CCOCC4)c3c2C1 (centres undefined)	31.2	5.0	-2.5	109.8	/	-1.1	3.9	-1.4	-1.8	-0.9
CCC(C)NCCCOc1ccc(Cl)cc1C(C)(C)C (centres undefined)	16.8	-7.0	-1.1	105.1	/	-0.3	-2.3	4.2	1.2	1.2
Clc1cc(Cl)c2nc(N3CCCCC3)sc2c1	37.9	-13.8	5.0	106.5	59.8*	1.1	-0.8	-2.4	2.4	2.6
CCCC(=O)Nc1ccc2c(c1)nc(CCN1CCN(c3ccccn3)CC1)n2C	30.9	17.4	-0.4	92.4	0.7	0.5	1.6	-0.3	-0.1	-3.9
CC1(C)COC(c2ccccc2Cl)OC1	-4.3	11.3	-5.7	113.2	1.8	0.8	-1.0	3.4	1.0	-2.2
O=S(=O)(NCc1cn2ccsc2n1)c1ccc(Oc2ccccc2)cc1	-1.4	-8.8	-1.7	103.4	-4.8	0.4	0.1	6.3	-6.4	1.6
COc1ccc(NC(=O)CCC(=O)NCc2ccco2)c([N+](=O)[O-])c1	36.0	0.3	-4.2	88.5	-0.7	-2.4	-2.2	-2.2	2.8	-0.1
CNc1nc(CC(C)=O)ns1	0.2	11.7	-7.8	108.3	/	1.9	-0.3	-5.0	-0.2	-2.2
Cc1ccc(-c2nnc(Nc3cccc(O)c3)c3ccccc23)cc1S(=O)(=O)NCCO	2.7	-0.7	-12.0	97.8	-2.1	-1.9	2.2	3.5	-2.1	0.1
CC(=O)Nc1cccc(NC(=O)CCCC(=O)O)c1	0.1	1.3	-8.4	92.5	39.6*	-1.8	1.9	3.0	-5.9	-0.3
CC(=O)C[C@H](O)CC(=O)[C@@H]1OC(=O)CCCCCc2ccccc21	5.1	3.2	-5.5	95.3	-2.1	-2.0	3.8	-1.6	5.4	-0.7
COc1ccc(N2C(=O)c3ccccc3C2=O)cc1	4.6	6.0	-2.2	/	1.1	0.4	1.2	0.3	1.0	-1.3
CCCCN=C1SC(C(=O)Nc2sc3c(c2C(=O)OC)CCC3)C(N)=C1C(=O)N1CCOCC1 (centres undefined)	1.9	21.1	-21.9	96.2	-1.4	-0.6	3.4	0.7	-0.8	-4.0
CCC(=O)NCCc1cc2ccc(C)cc2[nH]c1=O	-4.6	18.1	0.1	104.5	-2.2	0.2	1.3	0.7	-1.5	-3.0
CCN(CC)S(=O)(=O)c1ccc(N2CCOCC2)c(NC(=O)C(=O)c2c(-c3ccccc3)cc3ccccn23)c1	-11.7	16.8	-4.2	94.6	/	-1.1	-3.6	-5.3	1.9	-3.2
CCOC(=O)c1c(NC(=O)c2cc(C(C)C)on2)sc(C(C)=O)c1C	5.3	4.8	2.4	102.5	1.2	-1.0	2.4	3.5	-4.2	-0.9
COc1ccc(S(=O)(=O)Nc2c(C(=O)O)[nH]c3ccc(OC)cc23)c(OC)c1	-7.5	-4.0	-0.1	92.6	6.2	-0.7	3.3	-4.0	1.2	0.8
CCOC(=O)c1[nH]ncc1CN1CCCC(C(=O)c2cccc(OC(C)C)c2)C1 (centres undefined)	-7.0	-2.5	-4.8	94.9	-2.0	2.1	-2.2	-5.7	-0.1	0.3
CN1CCN(C(=O)/C(=C/c2cn(C)c3ccccc23)NC(=O)c2ccccc2)CC1	13.8	11.7	-6.5	97.6	1.8	-1.5	1.5	8.0	-1.9	-2.3
Cc1cc(C(=O)OCC(=O)NCCc2ccc(S(N)(=O)=O)cc2)c2ccccc2n1	0.9	12.6	-4.4	92.5	-1.4	-1.4	-0.6	2.5	-1.8	-3.1
Nc1nc(SCC(=O)O)[nH]c(=O)c1NC(=O)c1ccco1	29.2	5.5	-6.7	95.5	-1.4	0.5	-2.3	-1.6	3.3	-0.8
CC(OC(=O)/C(C#N)=C/c1ccco1)C(=O)N(C)c1ccccc1 (centres undefined)	-12.2	17.3	-6.3	110.2	-1.3	3.5	1.7	7.9	-0.8	-3.3
COc1ccccc1C(=O)NCc1ccc(-c2nc3ccccc3s2)cc1	19.1	17.3	9.6	/	-1.5	-0.7	-1.9	4.6	-2.3	-3.4
Cc1ccc2c(c1)N(C(=O)CCC(=O)N1CCN(c3ccccc3)CC1)CCO2	1.9	3.6	-9.4	99.7	-3.8	-1.4	6.0	3.6	0.0	-0.6
O=C(COC(=O)CCCNC(=O)c1ccc(Cl)cc1)Nc1cc(Cl)c(Cl)cc1Cl	2.4	8.4	-11.7	98.2	/	4.0	-0.8	9.1	-3.4	-1.9
CCOc1ccccc1/C=N/n1c(C2CCCCC2)n[nH]c1=S	5.6	-25.1	-5.4	96.3	-1.4	-0.8	-0.5	0.5	-0.3	5.2
Clc1cccc(Cl)c1CSc1nnc(-c2sccc2-n2cccc2)o1	1.8	11.4	-0.9	/	-1.0	-1.8	-1.7	-1.9	-6.3	-2.7
Cc1ccc(S(=O)(=O)NCCC(=O)NCC(c2ccc(F)cc2)N2CCOCC2)cc1 (centres undefined)	6.5	-3.2	-1.6	96.8	-1.9	-1.6	-3.4	0.4	-3.1	0.8
COCC(C)n1c(SCC(=O)Nc2ccc3c(c2)OCCO3)nc2ccccc2c1=O (centres undefined)	-1.7	12.4	-3.8	/	-0.4	-0.8	1.5	-3.1	3.1	-3.2
COc1ccc(/C=C/C(=O)Nc2cc(S(=O)(=O)N3CCOCC3)ccc2N2CCCC2)cc1OC	41.2	10.9	-3.6	100.5	-0.7	0.5	1.3	-1.1	1.0	-2.0
CC1(C)CC(=O)c2cc(C(=O)N3CCCC(C)(C)C3)c(=O)n(-c3ccccc3)c2C1	29.1	6.7	3.5	100.9	/	1.0	1.4	-1.8	-5.1	-1.2
O=C(OCc1nnc(-c2ccc(Cl)cc2)o1)c1ccc(O)cc1	7.8	9.6	-0.5	97.8	0.6	0.8	-0.2	0.3	-0.8	-1.9
O=[N+]([O-])c1ccc(N2CCN(S(=O)(=O)c3ccccc3[N+](=O)[O-])CC2)cc1NCc1cccnc1	-3.6	5.1	-12.0	97.9	-7.8	1.4	-2.5	-2.2	1.1	-0.8
Cc1ccc2c(Cn3ccnc3)cc(=O)oc2c1C	-1.6	11.0	-5.2	96.7	0.6	-0.5	-0.8	-1.2	3.3	-2.3
O=C(NCCC1=CCCCC1)c1ccc(-n2cncn2)cc1	18.7	-3.3	-8.0	/	36.7*	0.0	1.2	0.4	-2.2	0.8
Cc1ccc2nc(NC(=O)Cc3cccs3)sc2c1	0.8	-15.8	0.0	100.2	/	-0.9	-0.6	0.8	-3.9	3.0
CC1=NN(c2ccccc2)C(=O)C1C=Nc1ccc(N(C)C)cc1 (centres undefined)	24.5	/	/	88.8	-0.6	-1.8	5.3	/	0.3	/
COc1ccc(S(=O)(=O)N(C)CC(=O)NCCCn2ccnc2)cc1Cl	29.0	6.7	2.5	102.0	-1.6	2.1	-4.3	-8.4	1.0	-1.3
CCOC(=O)c1c(S(=O)(=O)NCC(=O)Nc2cc(C)ccc2C)c(C)n(C)c1C	24.9	8.6	-1.8	/	-2.8	-0.7	0.5	-1.2	2.9	-1.6
COc1ccc(NC2c3ccccc3C(=O)N2Cc2ccco2)cc1OC (centres undefined)	0.2	2.6	0.3	82.9	-2.9	2.0	-2.3	-5.7	-5.5	-0.5
Cc1ccc(CN(C(=O)c2cc(=O)c3cc(Cl)c(C)cc3o2)C2CCS(=O)(=O)C2)cc1 (centres undefined)	-8.3	2.5	-6.8	105.3	/	0.1	3.0	2.1	-1.2	-0.5
O=C(O)C1CC(=O)N(C2CCCCCC2)C1 (centres undefined)	-14.3	9.6	-7.2	/	/	-2.5	0.5	-1.5	-0.4	-2.3
NS(=O)(=O)c1cccc(NC(=O)Cn2cc(C(F)(F)F)cc(Cl)c2=O)c1	-3.4	15.2	7.2	100.2	0.1	-0.6	4.6	-2.9	2.6	-2.8
Cc1occc1-c1nnc(SCC(N)=O)o1	-0.9	16.6	3.5	103.2	1.2	0.1	-3.5	-1.6	1.1	-3.0
O=C(Nc1ccc2c(c1)OCO2)N1CCOCC1	6.4	8.6	-8.8	97.2	/	-1.0	-0.9	5.8	-4.2	-2.0
CCOc1ccc(N(CC(=O)NC2CCCCC2)C(=O)CSc2nnc(COc3ccccc3)o2)cc1	-2.3	-18.5	1.6	97.5	/	-0.4	0.4	7.1	0.0	3.2
COc1ccc(C2(C)NC(=O)N(CC(=O)NC(C)c3ccc(CC(C)C)cc3)C2=O)cc1 (centres undefined)	-8.8	8.4	-7.6	106.9	1.3	-1.0	3.9	-3.4	-3.7	-1.7

Some entries already given, limited to RTF Ca sens inh.
Structure,RTF Ca sens inh
CN(Cc1cnn(Cc2ccccc2)c1)C(=O)CN=C1NS(=O)(=O)c2ccccc21,-1.9
O=C(OCc1cccc2ccccc12)C1CC(=O)N(c2ccccc2)C1 (centres undefined),-3.8

Source: PubChem BioAssay (several laboratories)
